# Compound activity from PubChem BioAssay.
# HSP90 inh: inhibitors of HSP90 luciferase refolding in rabbit reticulocyte lysate; inhibition, % at 5.6 µM; luciferase refolding luminescence, 3 h; actives 0.91% (n = 290,000);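 active means inhibition above the screen-wide mean plus 3 SD, computed separately per campaign, cut at about 16% in these data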;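 further: 0% = DMSO wells and 100% = 60 µM geldanamycin wells; inhibitors lower the luminescence because luciferase stays unfolded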
# HIF activator: HIF pathway transcriptional activation | U2OS HRE-luciferase reporter, luminescence; normalized: DMSO 0%, desferrioxamine 100% | AID 1910 | actives 0.32% (n = 300,000) | activation, % at 7.5 µM (by protocol);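 active means mean activation of at least 10% of the iron chelator positive control signal, with at least half of replicates also reaching 10%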
# HSF-1 act: increases HSF-1 driven luciferase reporter signal. NIH3T3-HGL HSF-1 luciferase reporter, MG132, 8 h; 100% = twice DMSO control signal. activation, % at 9 µM. actives 1.7% (n = 300,000). AID 504408;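 active means mean replicate activation of at least 50% with a set share of replicates each reaching 50%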;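 further: 0% = median of the neutral control wells and 100% = twice that signal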
# aSyn 5UTR inh: 5' untranslated region of α-synuclein, MLPCN primary screen; actives 0.82% (n = 300,000); inhibition, % (tested at 7.5 µM); alpha-synuclein 5'UTR reporter, inhibitor activity; in the data active means inhibition above about 60%;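 further: H4 neuroglioblastoma cells stably carrying SNCA 5'UTR luciferase fusion; 0% = DMSO wells and 100% = positive control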
# KLF5 inh: suppresses KLF5 promoter-driven expression; DLD-1 KLF5 promoter-luciferase reporter, luminescence; inhibition, % at 5 µM; actives 0.23% (n = 290,000); AID 1700;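 active means inhibition above a per-plate limit of that plate's mean compound inhibition plus 3 SD, cut at about 60% in these data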;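 further: 0% = DMSO wells and 100% = LY294002 at 200 µM; higher means less KLF5 promoter-driven luciferase light; inactives centre near -14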
# HSF1 inhib: HSF1 inhibition. activity change, negative = inhibition, % at 7.5 µM (by protocol). actives 0.77% (n = 300,000). NIH3T3-HGL HSE-luciferase, MG132-induced, luminescence 8 h; active compounds read low;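 active means more than half of replicate wells show activity change below -50%, luminescence cut by over half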;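 further: luciferase reports HSF-1 transcriptional activity via heat shock element; 0% = median of DMSO wells and -100% = zero luminescence signal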
# IEC-6 cytotox: counter-screen for KLF5 inhibitors: cytotoxicity in IEC-6 cells | IEC-6 cytotoxicity, luminescence viability | inhibition, % at 5 µM | actives 0.78% (n = 290,000); in the data active means inhibition above about 22%;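 further: 0% = plate median of test compound wells and 100% = cytotoxic reference compound wells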
# HDAC3 inh: human HDAC3 inhibition | O15379 | recombinant HDAC3, fluorogenic peptide/trypsin coupled, fluorescence | inhibition, % at 8.3 µM | actives 0.15% (n = 320,000) | AID 2718; in the data active means inhibition above about 26%, passing the limit was not always enough
# Target sequence (O15379 whole entry, looked up): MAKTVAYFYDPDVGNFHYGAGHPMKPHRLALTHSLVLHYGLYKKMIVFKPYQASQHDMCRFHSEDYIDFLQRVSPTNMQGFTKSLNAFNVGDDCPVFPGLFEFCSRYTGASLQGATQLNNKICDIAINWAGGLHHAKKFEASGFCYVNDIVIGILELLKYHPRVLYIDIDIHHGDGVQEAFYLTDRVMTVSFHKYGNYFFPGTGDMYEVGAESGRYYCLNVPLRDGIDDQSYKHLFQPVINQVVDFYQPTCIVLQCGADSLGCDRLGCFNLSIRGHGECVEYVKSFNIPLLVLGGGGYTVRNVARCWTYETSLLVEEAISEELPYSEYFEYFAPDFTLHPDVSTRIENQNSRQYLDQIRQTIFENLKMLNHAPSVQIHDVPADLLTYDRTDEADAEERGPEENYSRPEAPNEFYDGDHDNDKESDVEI
# Platelet DG rel: platelet dense granule release activity. actives 0.22% (n = 300,000). inhibition, %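 (compounds screened at 7.5 µM in platelet-rich plasma)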. human platelet-rich plasma, SFLLRN dense granule ATP release, luminescence;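 active means mean replicate score, as percent of positive control, at or above 50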
# AI-2 QS modul: modulators of Vibrio harveyi AI-2 quorum sensing system. actives 0.4% (n = 300,000). Vibrio harveyi JMH597 AI-2 luminescence/OD600 ratio, 9 h; active compounds read low; strain lacks LuxN and CqsS sensors; 0 = neutral-control median. activity change, % at 7.5 µM; in the data active means activity change below about -75%, passing the limit was not always enough;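 further: luminescence divided by OD600 gain over 9 h not by final OD600 alone; inactives centre near 13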
# * = called active by the depositor; . = not tested or not shown.
Molecule	HSP90 inh	HIF activator	HSF-1 act	aSyn 5UTR inh	KLF5 inh	HSF1 inhib	IEC-6 cytotox	HDAC3 inh	Platelet DG rel	AI-2 QS modul
CC(=O)N1CCc2cc(S(=O)(=O)NC(CC(C)C)C(=O)N3CCc4ccccc4C3)ccc21 (stereo not drawn)	-3	0.2	15	15	-2	-4	-2	-2	2	4
O=S(=O)(NCc1ccc2c(c1)OCO2)c1cccc2nsnc12	-1	-0.3	2	-5	-25	1	-3	-2	-9	-15
Cc1ccc(N(C(=O)Cn2nnc3ccccc32)C(C(=O)NCc2ccco2)c2cccnc2)cc1 (stereo not drawn)	-1	0.4	-2	-19	36	-1	0	-9	0	18
O=c1c2cc([N+](=O)[O-])ccc2nc2n1CCC2	-2	-1.0	-2	15	-25	2	-2	-4	3	28
Clc1ccc(SCCCCN2CCNCC2)cc1	-2	0.3	9	-36	-13	7	7	5	-1	22
CCCCn1c(=N)n(CC(O)c2ccccc2)c2ccccc21 (stereo not drawn)	1	-0.4	-12	0	-6	-15	2	-8	1	37
CN(C)CCCNC(=S)N1CCN(c2nc(-c3ccccc3)cs2)CC1	-3	0.0	2	-4	-69	-2	-3	13	6	11
CCOC(=O)/C=C/C(=O)OCC(=O)Nc1ccc(C)cc1	-1	-0.1	18	-18	-32	8	-7	-7	4	39
COc1cc(OC)cc(C(=O)NC(=S)N2CCCCCC2)c1	-4	0.0	-5	25	-7	2	-5	5	1	23
CCN(CC)C(=O)Cc1cc(C(=O)O)c2ccccc2n1	3	-0.3	7	-4	-4	-8	-1	-2	-1	7
Cc1ccccc1-n1nc(C(=O)O)cc1-c1ccccc1	-2	-0.3	-3	9	-20	-3	-5	-2	-1	21
COc1cc(NC(=O)c2cccc(Cl)c2)c(OC)cc1NC(=O)CN1CCCCC1	-4	-0.2	0	-15	-30	-2	-2	2	-1	0
COCCNC(=O)[C@@H]1CSC2c3ccccc3C(=O)N21 (stereo partly drawn)	0	0.4	15	-7	-13	0	-1	9	-1	6
COc1ccc(NC(C)=O)cc1S(=O)(=O)Nc1ccc(OCc2ccccc2)cc1	-2	0.5	0	-6	-28	-3	-1	-3	-15	51
Cc1ccc(N(CC(=O)Nc2cccc(C)c2)S(=O)(=O)c2cccc3nonc23)cc1	-1	-0.7	27	3	1	-5	-2	-3	6	17
Cc1onc(-c2ccccc2)c1C(=O)Nc1nnc(COc2ccc(Cl)cc2)s1	0	-0.4	6	16	16	2	-4	1	9	34
CC(=O)Nc1ccc(NS(=O)(=O)c2ccccc2)cc1	0	-0.2	-11	-17	-42	-9	0	-1	6	10
CCC1(C)Cc2c(sc3c2c(=O)n(C)c2nnc(SCc4ccc5c(c4)OCO5)n32)CO1 (stereo not drawn)	-8	-0.2	14	-34	1	4	-5	-4	-4	-3
O=C(O)c1ccccc1C1=Nc2ccc(O)cc2Oc2cc(O)ccc21	-1	0.2	4	-4	-9	-8	-2	7	11	1
COC(=O)C1=C(CSc2nc3ccccc3s2)NC(=O)NC1c1ccc(F)cc1 (stereo not drawn)	1	0.1	49	16	9	27	5	2	-4	8
COc1ccc(C(CCc2ccc(C)o2)NC(=O)Nc2ccc(OC)cc2OC)cc1 (stereo not drawn)	-6	-0.1	21	-20	-23	19	6	15	8	4
Cc1cccc(C)c1NC(=O)CN(C)C(=O)COc1cccc2c1OC(C)(C)C2	.	-0.4	6	-3	.	4	.	2	-2	7
O=S(=O)(Nc1cccnc1Cl)c1ccc2c(c1)OCCO2	0	-0.2	13	5	7	-1	2	2	19	11
O=C(O)/C=C\C(=O)Nc1ccccc1C#Cc1ccccc1	-2	2.0	20	-87	-94	12	-5	4	-1	16
COc1ccc(-n2nnnc2SCC(=O)Nc2cccc(O)c2)cc1	-2	-2.0	11	-3	-35	4	-4	-11	-3	13
COc1ccc(Br)cc1CN1CCN(S(=O)(=O)Cc2ccccc2)CC1	2	0.1	-8	2	-9	1	-2	-11	12	17
C#CCn1cc(/C=N/Nc2nc3ccccc3[nH]2)c2ccccc21	6	4.7	370*	-383	-37	288	31*	-7	-3	27
O=C(Nc1nc(-c2ccc3c(c2)OCO3)cs1)c1ccncc1	-3	0.8	4	-100	-49	-8	2	0	-3	14
CCOC(=O)Cc1cc(-c2ccccc2)nc2ccc3ccccc3c12	0	-1.0	1	6	0	2	4	0	2	23
Cc1csc2nc(O)c(C(=O)NCCCc3ccccc3)c(=O)n12	.	-0.1	1	-19	.	-3	.	-11	3	54
COc1ccc(NC(=O)CSc2ccccn2)cc1	-2	1.7	-4	-79	-35	14	-3	3	-2	.
CCOCCCNC(=S)N1C2CCC1CC(NC(=O)NC13CC4CC(CC(C4)C1)C3)C2 (stereo not drawn)	-1	.	1	15	-14	-2	-6	-4	12	13
O=C(NNC(=O)c1cc(-c2ccc(Cl)c(Cl)c2)nc2ccccc12)Nc1ccccc1	3	1.3	56*	10	-9	43	3	-5	3	-4
O=C1c2ccccc2C(=O)N1n1cccc1	1	-0.5	5	29	-2	1	5	-2	12	10
COc1ccc(N/C=C(\C#N)S(=O)(=O)c2ccc(Cl)cc2)c(OC)c1	2	-1.5	22	-12	-12	-3	-2	-3	3	13
CC1(C)CC(=O)C=C(NCC2CCCO2)C1 (stereo not drawn)	1	-0.2	4	-5	7	-8	4	-3	8	12
Cc1ccc(CSc2ccc3nnc(-c4cccnc4)n3n2)cc1	-2	1.0	25	22	-14	19	6	1	-3	16
O=C1CC(C(=O)N2CCN(c3ccc(F)cc3)CC2)CN1CCc1ccccc1 (stereo not drawn)	2	-0.5	21	6	-19	11	2	-4	9	48
COc1ccc(N/C=C2/Sc3ccccc3NC2=O)cc1	-4	1.2	24	-148	-32	5	6	4	-2	29
O=C(CCSc1ccccc1)NC(=O)COC(=O)C1CCCCC1	-1	0.7	11	7	-21	-2	-6	1	-1	12
Cc1cc(C)c2c(CN3CCCCC3)cc(=O)oc2c1	-1	-3.0	21	-8	-21	-2	2	-4	1	5
CCOC(=O)Cc1csc(NC(=O)c2cnc3sc(C)cn3c2=O)n1	-4	2.9	24	-112	-58	13	-1	3	5	12
Cc1cc2cc3c(N)[nH]nc3nc2cc1C	-8	0.2	6	-55	-69	1	-2	-7	2	9
COc1cccc(-n2c(Cc3cc(=O)[nH]c(=O)[nH]3)nnc2SCC(=O)NC2CCCCC2)c1	-7	.	.	.	-30	.	0	-3	.	.
CN1CCN(CC(=O)Nc2nnc(-c3cccs3)s2)CC1	-1	0.4	-62	-19	-32	-54*	1	3	-5	10
COc1ccc(C(=O)COC(=O)CN2C(=O)C3C4C=CC(C5CC45)C3C2=O)cc1 (stereo not drawn)	-2	0.6	12	11	-15	-8	0	1	1	36
COc1ccc(Cl)cc1NC(=O)CN1CCc2ccccc21	-4	-0.2	-9	5	-18	3	-4	4	-3	-1
Cc1nc(NC(=O)CSC2=NCCS2)sc1C(=O)N(C)C	-1	0.4	-7	-60	-49	-1	5	4	0	16
c1cnc(Nc2nc(-c3ccc4ccccc4c3)cs2)nc1	-1	3.7	39	-125	-125	16	5	2	2	14
COc1ccc(N=NC2=C(O)CC(C)(C)CC2=O)cc1	-3	1.5	58*	-34	7	45	0	3	-12	16

# New compounds follow
Molecule	HSP90 inh	HIF activator	HSF-1 act	aSyn 5UTR inh	KLF5 inh	HSF1 inhib	IEC-6 cytotox	HDAC3 inh	Platelet DG rel	AI-2 QS modul
Cc1cccc(C(=O)NNS(=O)(=O)c2ccccc2[N+](=O)[O-])c1	4	-0.1	4	-16	7	-2	3	10	13	15
O=c1[nH]c2ccccc2cc1CN(CC1CCCO1)S(=O)(=O)c1ccc(Cl)cc1 (stereo not drawn)	2	0.6	13	-8	13	7	-3	15	-3	18
O=C1C2CCCCN2C(=O)N1CCN1CCN(c2ccc([N+](=O)[O-])cc2)CC1 (stereo not drawn)	3	-0.1	-10	0	-4	-4	-2	-1	-5	17
Cc1c(NC(=O)Nc2cccs2)cccc1[N+](=O)[O-]	2	0.6	47	-71	-22	38	10	9	-9	0
Cc1ccc(NC(=O)NNC(=O)C2CCN(Cc3ccc(F)cc3Cl)CC2)cc1	0	0.1	3	-8	-44	2	2	-4	-1	8
Cc1ccc(/C=N/Nc2nc(C)cc(C)n2)cc1	2	1.0	29	5	-36	4	0	-8	-14	23
CC(=C/c1ccccc1)/C=N/NC(=O)CSc1nc(C)cc(C)n1	7	0.0	7	24	1	3	-2	1	-4	10
CC(C)CCN(C)C1CCN(S(=O)(=O)c2cccc(C(F)(F)F)c2)CC1	3	-0.5	19	-3	-34	-5	4	6	2	18
CC1CCN(c2cc(N3CCC(C)CC3)c([N+](=O)[O-])cc2/C=C(\C#N)c2nn(-c3ccccc3)c(N)c2C#N)CC1	0	-0.3	-2	12	-10	-9	-4	-2	3	30
CCCOc1ccc(C(=O)NNC(=S)NC(=O)CC)cc1	0	0.2	-52	85*	-6	-48	8	-10	5	20

# Copied from the entries so far (3 entries):
Molecule	HSP90 inh	HIF activator	HSF-1 act	aSyn 5UTR inh	KLF5 inh	HSF1 inhib	IEC-6 cytotox	HDAC3 inh	Platelet DG rel	AI-2 QS modul
Cc1c(NC(=O)Nc2cccs2)cccc1[N+](=O)[O-]	2	0.6	47	-71	-22	38	10	9	-9	0
Cc1ccc(NC(=O)NNC(=O)C2CCN(Cc3ccc(F)cc3Cl)CC2)cc1	0	0.1	3	-8	-44	2	2	-4	-1	8
Cc1ccc(/C=N/Nc2nc(C)cc(C)n2)cc1	2	1.0	29	5	-36	4	0	-8	-14	23

# The results go on.
Molecule	HSP90 inh	HIF activator	HSF-1 act	aSyn 5UTR inh	KLF5 inh	HSF1 inhib	IEC-6 cytotox	HDAC3 inh	Platelet DG rel	AI-2 QS modul
CCN(CCCNC(=O)C1CCN(S(=O)(=O)c2cccc3nonc23)CC1)Cc1ccccc1	3	-0.7	10	5	-4	-7	2	4	6	20
O=C(c1ccccc1)C(c1ccccc1)c1ccccc1	.	-0.1	16	-10	.	0	.	0	13	-1
CCCSc1cc(N2CCN(C)CC2)nc(-c2ccc(OC)cc2)n1	1	0.2	-15	-22	-24	3	2	-2	1	10
COc1ccc(CN2C(=O)CC(Cc3ccc(C)cc3)C2=O)cc1OC (stereo not drawn)	-2	0.1	2	-8	-20	6	12	-2	2	3
CC(C)C(O)(C#CCN1CCCCCC1)c1ccccc1 (stereo not drawn)	-4	0.0	17	-16	-8	-3	1	-3	4	27
COc1ccc(OCC(=O)Nc2ccc(NC(=O)c3cccs3)c(OC)c2)cc1	4	-0.1	11	-28	-12	-2	2	1	0	12
CCOC(=O)c1c(-c2ccc(F)cc2)csc1NC(=O)C1CC=CCC1C(=O)O (stereo not drawn)	4	0.1	-4	-22	-30	4	-2	4	-1	10
O=C(Nc1ccc(N=Nc2ccccc2)cc1)c1ccc(Cl)cc1Cl	-3	0.1	-9	-5	12	1	-4	1	-4	19
CCc1nn(-c2cc(Oc3ccccc3)nc(-c3ccccc3)n2)c(N)c1C#N	-11	0.0	-4	10	-28	-2	-3	4	-1	16
COCCOC(=O)C1=C(C)NC(=O)NC1c1cccs1 (stereo not drawn)	2	-0.4	-7	8	-13	1	-4	2	-2	6
CCOc1ccc(C(=O)O/N=C(\N)c2ccccn2)cc1	82*	-42	-84	62*	17	-80*	3	1	81*	26
O=C(O)c1ccc2c(c1)CC(c1ccccc1)OC2=O (stereo not drawn)	3	-0.1	-9	4	11	-1	-2	4	8	14
Cn1c(=O)c([N+](=O)[O-])c(NCC2CCCO2)c2ccccc21 (stereo not drawn)	6	.	.	.	-6	.	-3	-2	.	23
